PP5 inh – blocks human protein phosphatase 5 activity; P53041; purified PP5c, OMFP substrate fluorescence; inhibition, % at 6.7 µM; 320,000 tested, 0.18% active; AID 1987;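 active = inhibition above the campaign's mean inhibition across all tested compounds plus 3 SD, cut at about 9.5% in these data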;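 also: 0% = DMSO only and 100% = 100 µM cantharidin control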
Yeast superoxide – yeast age-related superoxide inhibition as caloric restriction mimetic | S. cerevisiae aged cells, superoxide DHE fluorescence; hits give low values | superoxide response (% of plate mean), % at 10 µM | 330,000 tested, 0.18% active;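 active = superoxide response under a set limit, about three screen SD below normal, cut at about 65% in these data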;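 also: yeast aged for seven days with compound at 30 °C before DHE staining; 100% = average MFI of all compound-treated wells on the plate with controls excluded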
EBNA-1 inh – blocks EBNA-1 binding to DNA | inhibition, % at 14.8 µM | 300,000 tested, 0.34% active | AID 1950 | EBNA-1 DNA binding, fluorescence polarization; in the data active = inhibition above about 28%
PP1 inh – blocks human PP1-alpha phosphatase, a PP5 counter-screen. P62136. purified PP1alpha, OMFP fluorescence. inhibition, % at 6.7 µM. 320,000 tested, 0.9% active. AID 2235;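 active = inhibition above the mean inhibition of all tested compounds plus 3 SD, computed separately for each screening campaign, cut at about 15% in these data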
Target sequence (P62136 whole entry, looked up): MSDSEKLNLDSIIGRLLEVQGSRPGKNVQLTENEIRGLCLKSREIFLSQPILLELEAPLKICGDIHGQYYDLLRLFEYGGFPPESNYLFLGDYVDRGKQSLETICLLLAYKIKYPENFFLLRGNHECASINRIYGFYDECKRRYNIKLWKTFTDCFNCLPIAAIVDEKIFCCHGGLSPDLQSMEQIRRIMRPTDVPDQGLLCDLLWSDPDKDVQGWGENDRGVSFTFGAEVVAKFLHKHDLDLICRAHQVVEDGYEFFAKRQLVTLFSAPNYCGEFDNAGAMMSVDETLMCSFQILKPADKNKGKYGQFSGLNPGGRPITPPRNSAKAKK
CTSL1 counter – counter-screen for PFM18AAP inhibitors: inhibitors of F. hepatica cathepsin L1. inhibition, % at 5.96 µM. 300,000 tested, 0.49% active. AID 1906. recombinant F. hepatica cathepsin L1, Z-Leu-Arg-MCA fluorescence;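 active = inhibition above the mean of all tested compounds plus 3 SD, set per screening campaign, cut at about 17% in these data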;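 also: 0% = plate median of test compound wells and 100% = 1 µM Z-Phe-Ala-diazomethylketone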
core dimer inh – blocks dimerization of HCV core protein | TR-FRET GST/Flag-core106 dimerization, 1536-well | AID 1899 | inhibition, % at 5 µM | 300,000 tested, 0.33% active;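 active = inhibition above the mean of all tested compounds plus 3 SD, set per screening campaign, cut at about 45% in these data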
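Material: GST/Flag-tagged HCV core106 proteins. Incubation: 4 h, 22.5 °C incubation. Read-out basis: inhibition (%) from 671 over 617 nm ratio. Measured by: TR-FRET, excitation 340 nm, emission 617 and 671 nm.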
ZTA counter – ZTA (EBV) inhibition in EBNA-1 counter-screen. ZTA-DNA binding, fluorescence polarization. inhibition, % at 11 µM. 320,000 tested, 0.15% active; in the data active = inhibition above about 33%
Target sequence (P03206 whole entry, looked up): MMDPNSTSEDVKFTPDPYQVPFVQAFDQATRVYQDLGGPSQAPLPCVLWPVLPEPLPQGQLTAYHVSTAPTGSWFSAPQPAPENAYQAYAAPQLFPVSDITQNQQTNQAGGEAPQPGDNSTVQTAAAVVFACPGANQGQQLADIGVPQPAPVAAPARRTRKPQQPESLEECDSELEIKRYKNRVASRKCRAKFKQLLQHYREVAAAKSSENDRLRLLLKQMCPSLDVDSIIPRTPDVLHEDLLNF
TPT1 inhibitor – blocks Candida albicans tRNA 2'-phosphotransferase; 300,000 tested, 0.81% active; inhibition, % at 5 µM; recombinant caTPT1, FP RNA substrate dephosphorylation;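 active = inhibition above the mean of all tested compounds plus 3 SD, set per screening campaign, cut at about 24% in these data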;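 also: plate controls were DMSO alone for no effect and ferristatin control at 100 nM for full effect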
GASC-1 inh – human JMJD2C demethylase inhibition. GST-JMJD2C(1-420) H3K9me3 demethylation, DELFIA europium. inhibition, % at 2.35 µM. 330,000 tested, 0.069% active;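 active = more than half of a compound's replicate wells show inhibition beyond 50%, single wells judged on their own value; inconclusive = some, but no more than half, of replicates pass 50% inhibition; inactive = no replicate passes 50% inhibition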;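 also: signal counts dimethyl H3K9 product captured on neutravidin plate; 0% = median of DMSO wells and 100% = 0.3 times that DMSO median; strong numbers were not always called active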
Target sequence (Q9H3R0 1-420 limits assumed): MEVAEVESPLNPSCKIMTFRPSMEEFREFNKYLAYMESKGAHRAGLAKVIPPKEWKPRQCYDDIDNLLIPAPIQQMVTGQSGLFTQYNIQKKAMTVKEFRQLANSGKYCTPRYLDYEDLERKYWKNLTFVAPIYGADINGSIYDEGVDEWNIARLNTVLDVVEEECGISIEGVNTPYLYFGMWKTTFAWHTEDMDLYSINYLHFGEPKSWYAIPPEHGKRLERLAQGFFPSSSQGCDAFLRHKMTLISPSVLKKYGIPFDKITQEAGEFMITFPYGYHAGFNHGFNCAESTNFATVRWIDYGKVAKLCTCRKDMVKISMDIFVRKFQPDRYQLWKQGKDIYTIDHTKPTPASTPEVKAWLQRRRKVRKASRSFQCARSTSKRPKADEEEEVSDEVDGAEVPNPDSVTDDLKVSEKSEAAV
* = called active by the depositor; ? = inconclusive; . = no result given.

Molecule	PP5 inh	Yeast superoxide	EBNA-1 inh	PP1 inh	CTSL1 counter	core dimer inh	ZTA counter	TPT1 inhibitor	GASC-1 inh
O=C(CC1C(=O)N(c2ccccc2)C(=O)N1Cc1ccco1)Nc1ccccc1 (configuration not stated)	2.4	114.2	-8.6	-5.0	-5.1	2.3	-13.3	-0.4	-0.4
COc1ccc([N+](=O)[O-])cc1NC(=O)C(C)Sc1ccc(C)cc1 (configuration not stated)	-0.4	110.6	0.4	1.9	-0.6	-6.3	-7.1	0.0	9.0
CC/S(C)=N/S(=O)(=O)c1ccc(C)cc1 (configuration not stated)	0.1	120.2	-5.1	-1.0	2.0	-3.5	6.4	2.8	-6.1
CSc1nc(C)cc(NC(N)=O)n1	5.7	91.3	2.3	-1.0	-1.8	-7.5	0.7	-4.7	6.4
CCNC(=S)N1CCN(c2ncccn2)CC1	2.2	102.3	7.9	-2.5	-1.9	-5.5	-12.7	2.9	0.3
CCCCc1nnc(NC(=O)c2ccc(-n3cncn3)c([N+](=O)[O-])c2)s1	2.7	112.1	0.7	-2.1	1.2	-0.7	-10.8	-0.2	2.9
Cc1cc(NC(=O)CSc2n[nH]c(N)n2)no1	1.5	99.0	-0.1	0.0	2.6	-7.3	14.1	-2.6	3.2
O=C(CCNS(=O)(=O)c1ccc(Br)cc1)N1CCN(c2ccccc2O)CC1	-0.8	99.9	6.8	-3.7	-3.6	4.0	9.8	0.9	9.3
CCN(CC)CCNC(=O)C(C(=O)c1ccccc1)n1ccccc1=O (configuration not stated)	-2.3	99.7	0.8	-2.2	-0.7	-0.6	0.7	0.3	5.4
O=C1CCCC/C1=C\Nc1ccc(Cl)cn1	-1.5	125.8	-7.7	-0.6	7.2	1.5	-4.9	0.3	4.7
c1ccc(CN2CCN(c3nc4ccccc4c4ccccc34)CC2)cc1	-2.1	89.7	10.8	-0.6	1.8	3.2	4.8	-1.6	2.7
Cc1ccccc1OCc1nc2ccccc2c(=O)n1/N=C/c1ccco1	4.1	84.4	-2.7	-2.4	3.7	0.3	-3.0	2.3	-1.6
CC(C)(C)C(=O)Nc1ccc(S(=O)(=O)N2CCC(c3nc4ccccc4[nH]3)CC2)cc1	2.2	88.2	4.7	-3.3	2.0	-3.3	-6.6	-5.6	-0.6
CCc1nnc(NC(=O)CCC(=O)N2CCCC(O)C2)s1 (configuration not stated)	-2.6	108.5	9.9	-2.2	-0.1	-1.6	16.1	2.3	9.1
Cc1noc(C)c1S(=O)(=O)N1CCCC(C(=O)c2cccc(OC(C)C)c2)C1 (configuration not stated)	1.2	104.1	8.7	0.1	-2.2	1.1	-3.3	-3.9	-13.4
CCN1CCN(CCCNC(=O)CCc2nc(-c3ccc(OC)cc3)no2)CC1	1.9	76.2	2.1	-0.9	-4.1	-6.5	-1.1	-0.2	-38.6
Cc1sc(NC(=O)CCCC(=O)O)c(C#N)c1C	2.4	104.7	-0.2	-4.8	-1.4	0.7	-6.2	-0.6	-0.3
COc1nc(Nc2cccc(C)c2)nc(N2CCCCC2)n1	2.7	95.8	3.7	2.4	3.2	3.0	-8.4	-0.8	13.0
Cc1ccc(C)n1NC(=O)c1ccco1	0.8	88.2	-3.4	-2.2	-0.3	10.1	-10.8	-6.8	.
O=C(NCc1ccco1)C(c1ccccc1)N(CC1CCCO1)C(=O)Cn1nnc2ccccc21 (configuration not stated)	-1.8	97.4	6.9	-0.8	1.2	1.8	13.0	-4.2	3.7
COc1cccc(-c2coc3c(C)c4oc(=O)c(CC(=O)O)c(C)c4cc23)c1	1.0	107.0	2.2	1.4	7.9	1.5	7.5	1.0	-4.0
CCCCn1nc2cc(C(=O)NCCCCc3ccccc3)ccc2c1OCC	2.9	.	-12.6	0.2	-1.2	10.7	-9.4	-3.5	-3.2
O=C(COc1ccc(Cl)cc1Br)Nc1nnc(C2CC2)s1	0.9	93.4	.	6.3	.	.	0.4	.	-1.6
O=C(CSCC(=O)Nc1cccc2ccccc12)Nc1cccc2ccccc12	2.7	105.5	5.9	1.8	-1.0	5.9	-6.2	2.5	8.0
O=C(Nc1ccc(F)cc1F)c1csc(-c2ccccc2)n1	5.8	95.3	-12.9	-10.9	-0.1	-6.2	3.5	5.6	11.8
CCOC(=O)C1CN(S(=O)(=O)c2ccccc2)c2cc(S(=O)(=O)CC)ccc2O1 (configuration not stated)	1.0	116.3	-4.9	-0.8	0.3	0.0	-1.4	-0.7	4.3
NC(=O)c1ccccc1OCc1nnc(-c2ccccc2Br)o1	2.2	111.0	-6.0	1.3	-1.6	17.8	-5.0	1.6	-2.2
O=C(O)c1ccccc1C(=O)c1ccc(Oc2ccccc2)cc1	-0.8	94.8	9.8	-5.3	-2.7	3.6	-0.6	-2.7	-1.1
Cc1ccc(NC(=O)c2cccs2)cc1NC(=O)c1cccc(F)c1	1.6	105.0	-7.8	-0.7	-4.3	4.8	1.3	0.2	-20.3
O=C(Nc1cccc(C(F)(F)F)c1)c1cc2c(=O)c3ccccc3oc2nc1C(F)(F)F	2.7	94.8	-2.8	0.7	0.1	-0.6	-19.5	-2.1	1.2
O=C(CCCN1C(=O)CSc2ncccc21)N1CCN(Cc2ccccc2)CC1	0.4	95.3	2.1	-2.1	-0.8	-3.8	-5.0	-1.0	-10.9
C=CCc1cc(/C=N/NC(=O)CSc2nnc(CCCc3ccc(OC)cc3)o2)cc(OC)c1O	2.3	115.1	-4.8	0.9	2.7	9.1	6.8	6.2	17.6
Cc1cccc(C)c1NC(=S)N(Cc1ccccc1)Cc1cccnc1	1.2	99.3	-3.9	-0.6	-2.3	2.5	0.0	-0.6	-0.2
O=C(NC(Cc1ccccc1)C(=O)O)/C(=C\c1ccc(F)cc1)NC(=O)c1ccccc1 (configuration not stated)	1.6	93.7	-3.9	-1.6	-0.7	3.4	-1.9	1.6	-0.2
CCCOc1ccc(CNC(=S)N/N=C/c2ccc([N+](=O)[O-])cc2)cc1	-0.1	107.3	1.8	1.4	0.0	10.6	3.5	1.1	-3.0
Cc1cc(C)c2cc(C(=O)Nc3ccccc3)[nH]c2c1	3.0	103.4	-5.5	-4.6	5.7	5.0	11.2	-0.3	-26.9
CC(=O)N(/N=C/c1ccc([N+](=O)[O-])o1)c1nc2ccccc2c(=O)n1-c1ccccc1	-0.5	118.8	-4.1	-3.5	-2.4	-1.6	1.4	-2.2	-13.7
COc1ccc(CNC(C)C2COc3ccccc3O2)c(OC)c1 (configuration not stated)	3.0	89.3	1.4	-0.8	-1.9	-17.7	-7.8	-2.2	-6.9
O=C1CCCC2=C1C(c1ccccc1)n1c(s/c(=C/c3cccc(F)c3)c1=O)=N2 (configuration not stated)	3.2	101.0	-8.8	-0.8	-1.2	7.1	1.8	3.5	16.0
COc1ccccc1-c1c(C)nn2c(N3CCN(Cc4ccccc4)CC3)cc(C)nc12	2.5	97.1	2.8	2.7	0.5	-8.1	-18.3	-0.1	-4.0
COc1ccc(S(=O)(=O)NCC2CCC(C(=O)NCc3ccco3)CC2)cc1 (configuration not stated)	0.2	101.2	-4.8	-0.2	-4.8	1.5	2.4	1.9	4.6
COc1ccc2nc(NC(=O)CN3CCN(C)CC3)sc2c1	-0.4	90.2	4.2	1.7	2.5	-1.2	-7.8	-0.7	5.1
O=C(c1ccc(CSc2nc3ccncc3[nH]2)cc1)N1CCCCC1	3.6	93.4	-8.3	-0.1	-2.3	-0.6	7.8	2.7	6.0
Nn1cnnc1SCC(=O)Nc1ccc2c(c1)OCO2	-1.2	97.3	-1.4	6.5	2.3	-5.0	18.8	-0.8	2.8
O=C(Nc1ccc(Br)cc1)c1cc(-c2cccs2)on1	1.6	90.2	-1.7	8.9	3.1	-8.3	3.0	-1.3	-4.1
OCC1(Cc2ccccc2)CCN(Cc2cnc(-c3ccc(Cl)cc3)nc2)CC1	0.2	99.3	0.9	-1.4	-1.3	-6.3	-8.5	-0.4	17.1
CCC(C(=O)Nc1ccccc1F)n1nc(C)c2c(C)n(-c3ccccc3)nc2c1=O (configuration not stated)	0.2	91.0	0.1	1.0	5.2	-2.3	-11.0	1.2	.
COc1ccc2c(c1OC)C(=O)N1C2SC[C@H]1C(=O)NC1CCCCC1 (some centres not stated)	1.9	90.1	1.6	-4.4	-0.1	2.2	0.2	-0.2	?
CC(=O)S[C@@H]1CC2=CC(=O)CC[C@]2(C)[C@H]2CC[C@@]3(C)[C@@H](CC[C@@]34CCC(=O)O4)[C@H]12	-2.0	94.4	10.1	-4.5	1.3	16.8	15.1	-3.1	3.6
O=C1CCC(C(=O)N(Cc2cccs2)C2(C(=O)NC3CCCCC3)CCCCC2)N1 (configuration not stated)	2.4	104.9	-4.2	1.1	-0.6	1.8	-2.9	3.0	-7.6
COc1cc(C(=O)N(CCN(C)C)CC2CCCN(Cc3ccccc3F)C2)ccc1C (configuration not stated)	-0.9	97.5	-8.3	-0.4	0.9	0.4	12.4	0.7	-5.5
c1ccc2c3c(c(CN4CCCC4)cc2c1)COC3	-0.4	94.5	-2.8	0.0	-0.7	-0.9	0.9	1.1	11.9
Cc1nnc(-c2ccccc2)nc1N1CCOCC1	-0.7	104.7	-2.1	-0.9	-1.9	-8.5	2.1	-2.2	-2.4
CC(C(=O)O)N1C(=O)c2cccc3cccc1c23 (configuration not stated)	0.5	99.2	-7.4	-3.7	4.2	-9.4	-7.8	4.6	-33.5
O=C(NCc1ccc(F)cc1)c1cccc(S(=O)(=O)N2CCOCC2)c1	3.5	103.8	.	-1.8	.	.	7.6	.	-0.5
NC(=O)C1=C[C@H](c2csc3ccccc23)C[C@H](OCc2ccc(CO)cc2)O1	2.9	97.8	6.0	-3.1	-1.4	-3.7	-3.1	2.0	-0.7
Cc1ccccc1C(=O)NNc1ccc(-c2csnn2)cc1	1.8	103.5	3.5	-1.4	-1.0	3.0	9.8	-1.1	4.1
Cc1ccc(C)c(S(=O)(=O)NCC(=O)Nc2sc3c(c2C(N)=O)CCC(C)C3)c1 (configuration not stated)	4.7	114.3	4.3	-2.2	7.7	6.3	1.4	0.2	-0.4
O=C(CCCc1ccccc1)Nc1cccc([N+](=O)[O-])c1	5.4	101.9	-4.3	-4.8	-5.2	4.6	-12.6	-1.5	4.9
O=C(COC(=O)/C=C/c1cccc(C(F)(F)F)c1)NCc1ccccc1	2.1	88.7	-7.9	-1.8	-2.7	-1.8	-14.5	-2.6	7.9
O=C(Nc1ccc2oc(-c3ccncc3)nc2c1)c1cccs1	0.1	99.5	-2.9	2.3	-0.2	0.0	17.6	-2.0	-15.9

Three entries drawn at random from the list so far, as already listed:
Molecule	PP5 inh	Yeast superoxide	EBNA-1 inh	PP1 inh	CTSL1 counter	core dimer inh	ZTA counter	TPT1 inhibitor	GASC-1 inh
CC(=O)S[C@@H]1CC2=CC(=O)CC[C@]2(C)[C@H]2CC[C@@]3(C)[C@@H](CC[C@@]34CCC(=O)O4)[C@H]12	-2.0	94.4	10.1	-4.5	1.3	16.8	15.1	-3.1	3.6
Cc1nnc(-c2ccccc2)nc1N1CCOCC1	-0.7	104.7	-2.1	-0.9	-1.9	-8.5	2.1	-2.2	-2.4
COc1ccc2c(c1OC)C(=O)N1C2SC[C@H]1C(=O)NC1CCCCC1 (some centres not stated)	1.9	90.1	1.6	-4.4	-0.1	2.2	0.2	-0.2	?
